Source: PubChem BioAssay
KDM5B inhibitor: KDM5B demethylase inhibition | Q9UGL1 | KDM5B demethylase, FDH-coupled NADH fluorescence (FDH is formaldehyde dehydrogenase) | Potency, µM (series often up to 57.7 µM), for the others: at the top dose activity change, negative = inhibition, most hits filed as inhibitors | actives 2.6% (n = 220,000); active = well fitted inhibition curve with a large enough effect; inconclusive = small, poorly fitted or top-dose-only effect; inactive = no such curve, though single readings can be large or run the other way; also: 0% is about no effect; nearly all actives have a fitted effect of over 70% in size
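Inhibition is measured as reduced NADH fluorescence generation from FDH coupling to formaldehyde release. Truncated KDM5BΔAP at 200 nM final acts on H3K4me3 peptide (12.5 µM in substrate mix) in pH 7.5 HEPES buffer with Tween-20, 30 min, room temperature.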
The depositor's hits bear a star; i = inactive; u = inconclusive; [ ] = another dose, or the depositor's remark. Potency is read from the fitted curve at half-maximal effect. Some of the compounds tested; the hit share may differ from the screen's.

Start of the listing, in advance (2 entries):
SMILES | KDM5B inhibitor
CCCCNC(=O)c1cccc(NC(=O)Cc2ccccc2)c1 | 22%
COc1cccc(CN2CCNC(=O)C2CC(=O)N2CCNC(=O)C2)c1OC (stereo not drawn) | -19%

All compounds of this part, from the start:
SMILES | KDM5B inhibitor
CCCCNC(=O)c1cccc(NC(=O)Cc2ccccc2)c1 | 22%
COc1cccc(CN2CCNC(=O)C2CC(=O)N2CCNC(=O)C2)c1OC (stereo not drawn) | -19%
O=C(CSc1nnc(-c2ccco2)n1C1CCCCC1)Nc1ccccc1C(=O)NC1CC1 | -5%
COc1ccc(-c2nn(-c3ccccc3)cc2CN(C)CCn2ccnc2C)c(F)c1 | 21%
CC(C)CCCNC(=O)NC(C)c1ccc(C#N)cc1 (stereo not drawn) | 15%
O=C(OCCOc1ccccc1Cl)c1cc(=O)c2ccccc2o1 | 16%
Cc1ccc(OCCSc2nnc(-c3cccs3)o2)cc1Cl | u
Cn1cc(-c2cc(-c3cnn(C)c3)[nH]n2)cn1 | -1%
CCCn1c(=O)c2sccc2n2c(CCCC(=O)NC3CCC(C)CC3)nnc12 (stereo not drawn) | -7%
CN(C)[C@@H]1CO[C@H](CNC(=O)N2CCOCC2)[C@H]1O | -12%[115 µM]
Cc1ccc(-c2noc([C@@H](N)CCCCN)n2)nn1 | -17%
COc1cc(NC(=O)CSc2nnnn2C2CCCC2)cc(OC)c1 | -18%
CCc1cc2c(CN3CCN(c4ccccc4O)CC3)cc(=O)oc2cc1O | u
CCN1C(=O)C2(CCN(S(=O)(=O)Cc3ccc(Cl)cc3)CC2)c2ccccc21 | -16%
CC(C)CSc1nc2c(c(=O)n(C)c(=O)n2C)n1Cc1ccccc1Cl | -2%
Cc1ccc(-c2nc(S(=O)(=O)c3ccc(Cl)cc3)c(N3CCCCC3)o2)cc1 | u
COc1ccc2nc(SC3CC(=O)N(c4ccc(F)cc4)C3=O)nc(C)c2c1 (stereo not drawn) | 16%
Cc1nnc(-c2cc(N3CCN(c4ccccn4)CC3)ccn2)n1-c1ccccc1 | 7%[86.2 µM]
CN(C)c1cc(N2CCCC(NC(=O)c3cccnc3)C2)ncn1 (stereo not drawn) | -11%
O=C(c1ccc(Cl)nc1)N1CCn2c(nn(-c3ccc(C(F)(F)F)cc3)c2=O)C1 | -12%
Cn1cccc1C(=O)N1CCC(Oc2ccccc2-c2nc(C3CCOCC3)no2)C1 (stereo not drawn) | -11%
COCCOC1CCN(C(=O)CCc2ccccc2)CC1 | 9%
CCCn1c(=O)[nH]c(=O)c2c(C(=O)OCC)cc(-c3cccs3)nc21 | u
CCNC(=O)N1CCOc2ccc(CCC(=O)NCc3nc4ccccc4n3C)cc2C1 | 14%
Cc1cc(CNC(=O)c2cc(C(C)C)nn2C)c2[nH]c(C)c(C)c2c1 | u

The list goes on, starting with the last five of the part before.
SMILES | KDM5B inhibitor
Cn1cccc1C(=O)N1CCC(Oc2ccccc2-c2nc(C3CCOCC3)no2)C1 (stereo not drawn) | -11%
COCCOC1CCN(C(=O)CCc2ccccc2)CC1 | 9%
CCCn1c(=O)[nH]c(=O)c2c(C(=O)OCC)cc(-c3cccs3)nc21 | u
CCNC(=O)N1CCOc2ccc(CCC(=O)NCc3nc4ccccc4n3C)cc2C1 | 14%
Cc1cc(CNC(=O)c2cc(C(C)C)nn2C)c2[nH]c(C)c(C)c2c1 | u
O=C(N/C(=C\c1ccccc1)C(=O)N1CCCCC1)c1ccc(Br)o1 | 10%
N#CCSc1n[nH]c2nc3c(c(=O)n12)C1(CCCCC1)Cc1ccccc1-3 | u
CC1CCN(CC2CCCN(S(=O)(=O)c3ccc(F)cc3)CC2)CC1 (stereo not drawn) | 25%
COC(C)c1ccc(-c2cc(C(=O)O)cc(S(=O)(=O)NC(C)C)c2)cc1 (stereo not drawn) | -4%
COc1cccc(N=Cc2ccc(N(C)C)cc2)c1 | u
CN(CCCN1c2ccccc2CCc2ccccc21)C(=O)[C@H]1CCC[C@@H](O)C1 | -13%
O=C(c1ccccc1F)N1N=C(c2ccsc2)CC1c1ccc2nccnc2c1 (stereo not drawn) | 18%
O=C(O)CC1C(=O)NCCN1CC1CCCCC1 (stereo not drawn) | 5%
O=C(/C=C/c1ccc(F)cc1)NCCCCc1ccccc1 | -3%
Nc1ccc([N+](=O)[O-])cc1NS(=O)(=O)c1ccc2ccccc2c1 | 10%
O=C(Cc1cccc2ccccc12)N/N=C/c1ccsc1 | 19%
CN(C1CCCCC1)S(=O)(=O)c1ccc2c(c1)c(=O)c(C(=O)NCc1ccc(F)cc1)cn2C | -4%
Cc1ccccc1OCC(=O)OCC(=O)NC12CC3CC(CC(C3)C1)C2 | 12%
COc1cccc(CN2CCc3c(cc(C(=O)Nc4ccccc4)n3C)C2)c1 | -30%
COc1ccc(NS(=O)(=O)c2cc(-c3cnc(C4CC4)o3)ccc2C)cc1OC | -19%
O=C1COc2ccc(S(=O)(=O)NCCc3ccccc3)cc2N1 | 19%
Cc1cccc(C(=O)N2[C@@H]3CC[C@H]2CC(NC(=O)c2cnc(C)cn2)C3)c1 (stereo partly drawn) | -10%
Cc1cc(C)c(/C=C/c2onc(C)c2S(=O)(=O)N2CCC(C(=O)N3CCN(c4ccc(Cl)cc4)CC3)CC2)c(C)c1 | 8%
CS(=O)(=O)N1CCC(OC2CCN(C(=O)NC3CCCCC3)CC2)CC1 | -12%
CN(C)c1ccc(CN2CCC3(C2)C(=O)N(C)c2ccccc23)cc1 (stereo not drawn) | -5%[86.2 µM]
O=C(N/N=C/C1CC2CCC1C2)c1ccccc1[N+](=O)[O-] (stereo not drawn) | 32%
COc1ccccc1Nc1ncc2c(n1)CN(C(=O)c1ccnn1C)CCN2 | -8%[86.2 µM]
CCOc1cc(C(=O)OCC(=O)NC(N)=O)cc(OCC)c1OCC | 11%
COc1ccc(C(=O)N2CCC[C@H]2c2nc(-c3ccc(C)cc3)no2)cc1F | -29%
CCC(C(=O)NC1CC1)c1ccccc1 (stereo not drawn) | 11%
The list continues.
SMILES | KDM5B inhibitor
O=C(Cc1ccc(Cl)cc1)NC1CCN(c2cc(C(F)(F)F)ncn2)CC1 | 10%
O=C(Cc1c[nH]c2ccccc12)NCCc1cccc(Cl)c1 | 12%
COc1cc(NC(=O)c2nc3ccccc3nc2N2CCCCC2)cc(OC)c1 | -16%
COC(=O)c1ccc(/C=N/O)cc1 | 18%
O=C1CCCN1CCCN1C(=O)[C@@H]2C[C@@H](O)CN2C2(CN(Cc3cccs3)C2)C1=O | -26%[86.2 µM]
COc1ccccc1N1CCN(C(C(=O)O)c2c[nH]c3cc(NC(=O)CCC(=O)O)ccc23)CC1 (stereo not drawn) | -7%
CCOc1ccccc1Oc1coc2cc(OC)ccc2c1=O | 2%
CC(=O)N1CCC(N2C[C@@H]3OCC(=O)N(CC4CC4)[C@@H]3C2)CC1 | -7%[86.2 µM]
CC[C@H]1CN(S(=O)(=O)c2ccc(OC)cc2)CC[C@H]1CC(=O)NCCSC | 28%[86.2 µM]
COc1ccc(-c2cc(N3CCC(NC(=O)c4ccc(Cl)cc4OC)CC3)n[nH]2)cc1 | 1%
Cc1csc2nc(COC(=O)c3ccc(NC(=O)c4ccccc4Br)cc3)cc(=O)n12 | -19%
Cc1coc2c1c(C)cc1oc(=O)c(CC(=O)NCC(=O)O)c(C)c12 | u
Cc1noc(-c2nc(-c3ccc(Cl)c(F)c3)no2)n1 | 19%
CCn1c(CC(=O)Nc2ccccc2F)nnc1SCC(=O)Nc1nnc(C)s1 | 19%
COC(=O)c1ccc([C@H]2[C@@H](C(=O)O)c3ccccc3C(=O)N2Cc2ccc(F)cc2)cc1 | -10%
O=C(c1ccccc1)N1CCC2(CC1)C(=NC1CCCCC1)NC(=O)N2c1cccnc1 | -1%
Cc1cc(OCC(=O)NCc2ccccn2)c2c(C)cc(=O)oc2c1 | u
Cc1ccc(C)c(NC(=O)N2CCN(C)c3ncccc32)c1 | u
CCOCC(=O)N1CCC(Cc2ccc(C(=O)N(C)C)cc2)CC1 | -10%
Cc1cccc(C)c1NC(=O)Cc1c(C)nc2nc(-c3cccs3)nn2c1C | u
CNNC(=S)NCCC1=CCCCC1 | -15%
CC1(C)CC(=O)C2=C(C1)c1c(ccc3ccccc13)NC2c1ccncc1 (stereo not drawn) | i
COc1ccc([C@H]2CN(C(=O)c3ccccc3-c3nn[nH]n3)C[C@@H]2N)cc1 | 7%
CC(C)(C)c1ccc(-n2ncc3c2CCCC3NC(=O)c2c[nH]c(=O)[nH]c2=O)cc1 (stereo not drawn) | -32%
CC(C)c1ccc(CC(=O)N2CCCc3ncc(C(=O)NCc4cccnc4)cc32)cc1 | -5%[86.2 µM]
Later entries:
SMILES | KDM5B inhibitor
CCOCCCNC(=O)CC1CC2CCC1C2 (stereo not drawn) | 23%
CCc1ccc(Nc2ncnc3c2cnn3-c2cccc(C)c2)cc1 | 0%
CNC(=O)c1cccc(-c2cnc3[nH]cc(CC(=O)Nc4cccc(F)c4)c3c2)c1 | -16%[86.2 µM]
Cc1ncc(C(=O)N[C@H]2CC[C@H]2NC2CCCC2)c(-c2ccccc2)n1 | -6%
CCOc1ccc(NC(=O)c2n[nH]c3ccccc23)cc1S(=O)(=O)N1CCCC1 | -4%
CC(=O)Nc1ccc(NC(=O)CSc2nccn2C)cc1 | 4%
CCc1ccc(CN2CCC3(Cc4ccccc4CNC3=O)C2)s1 (stereo not drawn) | -13%[149 µM]
Cc1cccc(OCC(=O)Nc2ccc(-c3nc4cc(C)ccc4o3)c(O)c2)c1 | -22%
Cc1ccc2oc(=O)n(CCC(=O)N[C@@H]3COCC[C@@H]3OCC3CC3)c2c1 | -19%
CCC12CC3CC(CC(N)(C3)C1)C2 | 14%
COc1ccc(-n2c(=O)c3ccc(C(=O)NCc4ccc(C)cc4)cc3n(Cc3ccc(C)cc3)c2=O)cc1 | 16%
COc1ccc(NC(=O)c2c(C)nc3n2CCC(Nc2ccc(F)cc2)C3)cn1 (stereo not drawn) | u
C=CCN(CC#Cc1ccccc1)Cc1ccc2c(c1)OCO2 | 0%
Cc1ncsc1CN1CCc2nn(C)c(=O)n2CC1 | -30%
Cc1ccc(NC(=O)c2oc3ccc(S(=O)(=O)N4CCC5(CC4)OCCO5)cc3c2C)cc1C | u
O=C(C1CCN(c2nc(-c3ccccc3)nc3c2CCC3)CC1)N1C[C@H]2CC[C@H]1C2 | 1%
O=C(NC1CCCCC1)C1CN(S(=O)(=O)c2cccc(Cl)c2)CC12CCOCC2 (stereo not drawn) | -10%
COc1ccc(Cl)cc1NC(=O)CN(C)C(=O)CCSc1ccc(C)cc1 | -11%
CCc1ccc2c(c1)-c1ccccc1S(=O)(=O)N2CC(=O)NCc1cccnc1 | 10%
COCc1cc(=O)n(CC(=O)Nc2cccc(C(C)=O)c2)c(N2CCOCC2)n1 | -1%
CC(=O)C1=C(c2ccc(Cl)cc2)N(C(C)=O)n2c(nnc2C2CCCCC2)S1 | -18%
N#Cc1c(-c2ccc([N+](=O)[O-])cc2)nc2n(c1=O)CCS2 | -26%
CCc1ccc(C(C)NC(=O)Cn2cnc(C#N)n2)cc1 (stereo not drawn) | 11%
COCCCNC(=O)C1(CCO)CC12CCOCC2 (stereo not drawn) | 2%
COc1ccc2c(c1)CN(C(C)=O)CC[C@H]1COC(=O)N21 | -10%[115 µM]
Later entries
SMILES | KDM5B inhibitor
COc1ccc(CN(CC(=O)NCc2ccc3c(c2)OCO3)C(=O)c2csnn2)cc1 | -8%
O=C1CCC2(C(=O)NCCc3ccccc3)CCCC=C2N1c1ccccc1 (stereo not drawn) | -9%
CC(C)CCC(=O)N1CCCC1C(=O)Nc1ccccc1Oc1cccnc1 (stereo not drawn) | -21%
Cc1cccc(NC(=O)Cn2c(-c3cnccn3)nc(C)c(C)c2=O)c1 | -7%
CCC(C)c1ccc(NC(=O)CCc2ncc(-c3ccccc3)o2)cc1 (stereo not drawn) | 4%
COc1ccc(Cl)cc1NC(=O)COc1ccccc1OC | 12%
Cc1ccc(NC(=O)C(=O)NCCc2csc(-c3ccc(C(F)(F)F)cc3)n2)cc1C | 10%
CCCn1nc(C(=O)Nc2nnc(C3CC3)s2)c2ccccc2c1=O | -11%
CC1(C)CC(NC(=O)Nc2ccc(OC(F)(F)F)cc2)CC(C)(C)N1 | -11%
Nc1nc2c(c(N3CC[C@@H](O)C3)n1)CCN(C(=O)[C@H]1CCCO1)CC2 | -19%
Cc1nn(-c2nc3c(c(=O)n(CCN4CCCCC4)c(=O)n3C)n2C)c(C)c1C | 15%
N#Cc1nc(-c2ccccc2)oc1NCC1CCCO1 (stereo not drawn) | i
O=C(NCC1(COc2ccccc2)C[C@@H](O)[C@@H](O)C1)C1CCCC1 (stereo partly drawn) | u
COc1ccc(N2CCN(C(CNC(=O)C(=O)NCCc3ccccc3)c3cccnc3)CC2)cc1 (stereo not drawn) | -16%
Cc1nc(N)c(S(=O)(=O)c2ccccc2)c(Nc2ccc(Br)cc2)n1 | u
CCN1CCN(c2oc(-c3ccc(COc4ccccc4C)o3)nc2C#N)CC1 | u
Cc1c(CC(=O)NC2CCOCC2)c2c(n1CCc1ccccc1)CCCC2=O | u
COC1C(=O)N(CC2CC2)C12CCN(C(=O)C(C)C)CC2 (stereo not drawn) | -4%

Shown field by field: 4 of the compounds above
> COc1ccc(N2CCN(C(CNC(=O)C(=O)NCCc3ccccc3)c3cccnc3)CC2)cc1 (stereo not drawn)
  KDM5B inhibitor: -16%

> CC(C)CCC(=O)N1CCCC1C(=O)Nc1ccccc1Oc1cccnc1 (stereo not drawn)
  KDM5B inhibitor: -21%

> CCCn1nc(C(=O)Nc2nnc(C3CC3)s2)c2ccccc2c1=O
  KDM5B inhibitor: -11%

> Cc1nn(-c2nc3c(c(=O)n(CCN4CCCCC4)c(=O)n3C)n2C)c(C)c1C
  KDM5B inhibitor: 15%
